Bioassay records (PubChem BioAssay)
Anesthetic bind – binds horse apoferritin like a general anesthetic. P02791. apoferritin/1-aminoanthracene competitive binding, fluorescence. Potency, µM (titrated, usually from 77.5 µM), inactives show at the highest dose activity change, negative = displacement, actives largely listed as inhibitors. 350,000 compounds, 0.074% hits. AID 485281; also: potency is read from the fitted curve at half-maximal effect; % is scaled to controls: 0 for no effect and ±100 for the full control effect; nearly all actives have a fitted effect of over 20% in size
Target sequence (P02791 2-175 limits assumed): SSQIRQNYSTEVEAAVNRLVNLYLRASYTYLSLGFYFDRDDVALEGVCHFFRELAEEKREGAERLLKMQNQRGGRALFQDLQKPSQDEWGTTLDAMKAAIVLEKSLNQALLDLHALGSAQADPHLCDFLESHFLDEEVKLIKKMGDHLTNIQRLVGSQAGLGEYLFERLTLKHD
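Horse-spleen apoferritin (10 uM) in 50% saturated 1-aminoanthracene in PBS was incubated 10 min at room temperature with compound. Fluorescence (ex 380, em 535 nm) was normalized to free and bound 1-AMA, with concentration-response fitted by a four-parameter Hill equation.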
BLM helicase inh – inhibitors of human Bloom syndrome helicase BLM; P54132; recombinant BLM DNA unwinding, fluorescence dequenching; Potency, µM (series often up to 56.1 µM), without a hit: top-dose activity change, negative = inhibition, actives largely listed as inhibitors; 350,000 compounds, 0.2% hits; AID 2528;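 also: potency is read from the fitted curve at half-maximal effect; plate controls were vehicle for no effect and no enzyme for full effect; nearly all actives have a fitted effect of over 35% in size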
Pol iota inh – DNA polymerase iota (human) inhibition; Q9UNA4; Pol iota fluorescent replication assay, 10 min; Potency, µM (top dose mostly 115 µM), without a hit: at the highest dose activity, negative = inhibition, usual class: inhibitors; 390,000 compounds, 1% hits; AID 588590; also: potency is read from the fitted curve at half-maximal effect
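Pol iota at 10 nM preincubated 15 min with compounds at room temperature; reaction started with fluorescent substrate, 50 nM final. Fluorescence read kinetically at 0 and 10 min; buffer-only wells as negative control.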
GRP78 ERSR act – inducers of ER stress response in human glioma cells. AID 602332. U87-MG GRP78 promoter luciferase reporter, 16 h. 420,000 compounds, 0.02% hits. Potency, µM, for inactives: at the top dose activation, hits mostly activators; also: potency is read from the fitted curve at half-maximal effect; series mostly up to about 76 µM; % of control where 0% means no effect; nearly all actives have a fitted effect of over 35% in size
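ERSR induction read as luciferase luminescence (Bright-Glo, 10 min at room temperature) in stably transfected human U87-MG glioma cells exposed to compounds for 16 h, using GRP78 as sensor.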
POLK inh – blocks human DNA polymerase kappa activity. Potency, µM (top dose mostly 107 µM), for the others: at the highest dose activity, negative = inhibition, hits mostly inhibitors. AID 588579. purified Pol kappa, fluorescent DNA synthesis assay, 10 min. 400,000 compounds, 0.53% hits. Q9UBT6; also: potency is read from the fitted curve at half-maximal effect; % is scaled to controls: 0 for no effect and ±100 for the full control effect
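Pol kappa 10 nM + cpd, 15 min RT; start w/ substrate 50 nM final; fluorescence kinetic read, 0 and 10 min. Neg ctrl: buffer, no enzyme.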
POLB inh – blocks human DNA polymerase beta activity | P06746 | Pol beta primer extension/strand displacement, fluorescence kinetic | Potency, µM (highest dose often 114 µM), for inactives: at the highest dose activity change, negative = inhibition, usual class: inhibitors | 340,000 compounds, 1.3% hits; also: potency is read from the fitted curve at half-maximal effect; % is scaled to controls: 0 for no effect and ±100 for the full control effect
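Values derive from four-parameter Hill fits of normalized kinetic data: reads at 0 and 10 min following addition of 50 nM substrate to 10 nM Pol beta preincubated 15 min with compound.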
POLH inh – DNA polymerase eta (human) inhibition; Q9Y253; recombinant Pol eta, fluorescent DNA replication assay; Potency, µM (highest dose often 114 µM), without a hit: top-dose activity change, negative = inhibition, hits mostly inhibitors; 390,000 compounds, 1.2% hits; AID 588591; also: potency is read from the fitted curve at half-maximal effect; % is scaled to controls: 0 for no effect and ±100 for the full control effect
Target sequence (Q9Y253 whole entry, looked up): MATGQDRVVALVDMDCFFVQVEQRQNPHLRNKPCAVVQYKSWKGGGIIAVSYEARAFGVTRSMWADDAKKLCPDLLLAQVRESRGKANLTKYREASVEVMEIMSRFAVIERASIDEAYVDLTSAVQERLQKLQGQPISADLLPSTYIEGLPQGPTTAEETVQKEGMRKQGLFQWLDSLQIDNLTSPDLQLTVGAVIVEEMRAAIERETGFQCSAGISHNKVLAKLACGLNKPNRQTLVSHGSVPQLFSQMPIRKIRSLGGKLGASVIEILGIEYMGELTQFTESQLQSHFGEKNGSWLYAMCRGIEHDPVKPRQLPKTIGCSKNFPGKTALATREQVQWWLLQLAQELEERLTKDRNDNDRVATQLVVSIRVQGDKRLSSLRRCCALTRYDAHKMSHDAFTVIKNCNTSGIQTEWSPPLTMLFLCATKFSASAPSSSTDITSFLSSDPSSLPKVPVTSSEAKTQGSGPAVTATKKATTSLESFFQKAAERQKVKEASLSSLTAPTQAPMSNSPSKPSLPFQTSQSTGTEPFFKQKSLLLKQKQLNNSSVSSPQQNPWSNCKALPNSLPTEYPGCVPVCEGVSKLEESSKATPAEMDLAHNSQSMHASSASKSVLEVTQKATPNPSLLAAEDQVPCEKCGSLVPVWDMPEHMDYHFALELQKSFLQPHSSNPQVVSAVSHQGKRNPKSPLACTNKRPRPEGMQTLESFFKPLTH
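Pol eta (10 nM) was preincubated with compounds for 15 min at room temperature, after which fluorescent replication substrate (50 nM final) was added to start the reaction. Fluorescence was read kinetically at 0 and 10 min.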
APEX1 inh – inhibitors of human APE1 endonuclease | AID 2517 | 350,000 compounds, 0.35% hits | recombinant APE1, TAMRA/BHQ-2 abasic DNA cleavage fluorescence | P27695 | Potency, µM (top dose mostly 65.8 µM), without a hit: at the highest dose activity change, negative = inhibition, most hits filed as inhibitors;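 also: potency is read from the fitted curve at half-maximal effect; plate controls were vehicle for no effect and reference inhibitor for full effect; nearly all actives have a fitted effect of over 55% in size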
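Activity was derived from the fluorescence gain between first and third kinetic reads (60 s intervals, ex 525/em 598 nm) after 50 nM THF-abasic TAMRA/BHQ-2 duplex was added to 0.75 nM APE1 preincubated 15 min with compound.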
LDHA block – inhibitors of human lactate dehydrogenase A; purified LDHA, NADH/diaphorase-resazurin fluorescence; stronger effect = lower value; activity change, % (values are at about 110 or 230 µM); 480,000 compounds, 0.15% hits; P00338; AID 1347041; in the data active = activity change below about -30%; inconclusive = mostly about -25% to -30%;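 also: plate controls were DMSO wells for no effect and wells without enzyme for full effect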
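Resorufin fluorescence (ex540/em590), read at 0 and 20 min after diaphorase/resazurin addition, reports the NADH left after a 5 min room-temperature reaction of 2 nM human LDH5 with 0.06 mM NADH and 0.2 mM pyruvate.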
The depositor's hits bear a star; ? = inconclusive; . = no result given; & = joins results of further samples; [ ] = remark or other dose. Unless noted, calls follow the shape of the dose curve; as a rule, active = well fitted curve in the direction sought with a large enough effect; inconclusive = small, poorly fitted or top-dose-only effect, or another doubt; inactive = no such curve, though single readings can be large; an effect the other way counts as inactive or inconclusive. Some of the compounds tested; the hit share may differ from the screen's.

cpd	structure	GRP78 ERSR act	Anesthetic bind	BLM helicase inh	POLK inh	APEX1 inh
1	Cc1cc2c(cc1S(=O)(=O)Nc1cccc(F)c1)n(C)c(=O)c(=O)n2C	-5%	-19%	0%	-1%	37%
2	CC1=C(C(=O)Nc2ccccc2)C(c2ccc(C)cc2)n2nc(SCc3ccccc3C)nc2N1 (centres undefined)	-2%	1%	0%	8%	.
3	Cc1cccc(C)c1NC(=O)CN(C)C(=O)c1cc(S(=O)(=O)N2CCOCC2)ccc1N1CCCC1	-4%	.	.	2%	35%
4	COc1ccccc1NC(=O)COC(=O)C12CC3CC(CC(Br)(C3)C1)C2	-4%	.	.	0%	1%
5	CC1CCCN(Cc2c(O)ccc3c(=O)c(-c4ccccc4Cl)c(C(F)(F)F)oc23)C1 (centres undefined)	.	1%	-4%	-26%	.
6	O=C(CCCOc1ccc(Cl)cc1Cl)N/N=C/c1ccco1	-5%	?	-10%	-7%	15%
7	Cc1ccc(O)c(C(CC(=O)NCc2ccco2)c2ccccc2)c1 (centres undefined)	-3%	-3%	-7%	-19%	-2%
8	CCOC(=O)c1[nH]c(C)c(C(=O)Nc2ccc(Cl)cc2)c1C	1%	-8%	-2%	-14%	-2%
9	C[C@@H](NC(=O)c1nc[nH]c1C(=O)NCc1ccccc1)c1ccccc1	-2%	.	.	-5%	-32%
10	O=C(N/N=C/c1cccc(Br)c1)c1ccc(Br)cc1	0%	-16%	-18%	-21%	-9%
11	COc1ccc(CCNC(=O)CSc2nnnn2-c2ccccc2)cc1	-2%	-13%	-1%	8%	2%
12	Cc1ccc(Cn2nnnc2CN2CCC(O)(c3cccnc3)CC2)cc1	0%	-4%	0%	-4%	2%

cpd	LDHA block	POLH inh	Pol iota inh	POLB inh
1	-5	-11%	28%	-26%
2	-4	-13%	23%	18%
3	-2	-6%	-11%	.
4	-2	-28%	2%	.
5	-9	.	?	11%
6	-6	-5%	-16%	2%
7	-3	-10%	-4%	41%
8	-3	-29%	26%	-10%
9	1	-18%	4%	.
10	-24	-5%	?	10µM*
11	0	-5%	?	1%
12	-9	0%	?	?

Record cards, as listed above. Screens in order: GRP78 ERSR act	Anesthetic bind	BLM helicase inh	POLK inh	APEX1 inh	LDHA block	POLH inh	Pol iota inh	POLB inh
`CC1=C(C(=O)Nc2ccccc2)C(c2ccc(C)cc2)n2nc(SCc3ccccc3C)nc2N1` (centres undefined) across the screens: -2%	1%	0%	8%	.	-4	-13%	23%	18%
`COc1ccccc1NC(=O)COC(=O)C12CC3CC(CC(Br)(C3)C1)C2` across the screens: -4%	.	.	0%	1%	-2	-28%	2%	.
`O=C(CCCOc1ccc(Cl)cc1Cl)N/N=C/c1ccco1` across the screens: -5%	?	-10%	-7%	15%	-6	-5%	-16%	2%
`Cc1cccc(C)c1NC(=O)CN(C)C(=O)c1cc(S(=O)(=O)N2CCOCC2)ccc1N1CCCC1` across the screens: -4%	.	.	2%	35%	-2	-6%	-11%	.

Other results.
cpd	structure	GRP78 ERSR act	Anesthetic bind	BLM helicase inh	POLK inh	APEX1 inh
13	COc1cc(C(c2c(C)n(C)n(-c3ccccc3)c2=O)c2c(C)n(C)n(-c3ccccc3)c2=O)cc(Br)c1O	-4%	-19%	1%	-13%	5%
14	COc1cc(-c2nc(CN3CCN(C(=O)c4ccco4)CC3)c(C)o2)ccc1F	8%	-8%	-1%	-17%	7%
15	Nc1cc(=O)nc(SCc2ccccc2)n1Cc1ccco1	-6%	-5%	-2%	-2%	6%
16	COc1ccccc1-c1nn2c(=O)cc(CN3CCN(S(=O)(=O)c4ccc(C)cc4)CC3)nc2s1	0%	-9%	0%	-5%[60.1 µM]	.
17	COc1ccc(-c2ccc(NS(=O)(=O)c3cccc(Cl)c3)cc2)nn1	1%	-24%	-1%	-8%[60.1 µM]	.
18	COc1cccc(Cn2c(NCc3ccco3)nc3c2c(=O)n(C)c(=O)n3C)c1	-6%	-2%	-3%	6%	9%
19	COc1nc(NCCO)nc(Nc2ccc([N+](=O)[O-])cc2)n1	-3%	-5%	1%	-9%	6%
20	CN(C(=O)c1c2c(nc3ccccc13)C(=O)N(C1CCCCC1)C2)c1ccc(F)cc1	-3%	-7%	1%	0%	.
21	COC1OC(COCc2ccccc2)C(N)C(OCc2ccccc2)C1OCc1ccccc1 (centres undefined)	-6%	.	.	-8%	.
22	Cc1cccc(C)c1NS(=O)(=O)c1ccc(F)cc1	-6%	?	-1%	-6%	-1%
23	O=C(/C=C/c1ccccc1)NC(=S)Nc1ccc(N2CCOCC2)c(Cl)c1	-1%	-4%	-1%	-9%	-1%
24	Cc1ccc(C(=O)N2CCN(S(=O)(=O)c3ccccc3[N+](=O)[O-])C2)cc1	2%	-17%	-5%	-5%	8%

cpd	LDHA block	POLH inh	Pol iota inh	POLB inh
13	-5	-9%	-14%	42%
14	-2	-18%	56%[activator]	2%
15	-3	-12%	?	4%
16	-4	-12%	88%[activator]	14%
17	3	16%	?	-1%
18	-6	-6%	20%	6%
19	-4	?	-4%	-2%
20	1	-3%	2%	5%
21	1	-19%	48%[activator]	.
22	-2	-24%	16%	-2%
23	-7	-9%	21%	16%
24	-1	-7%	385%[activator]	-10%

More compounds
cpd	structure	GRP78 ERSR act	Anesthetic bind	BLM helicase inh	POLK inh	APEX1 inh
25	COC(=O)[C@@]1(Cc2ccc(F)cc2)[C@H]2c3cc(C(=O)N(C)C)n(Cc4ccccn4)c3C[C@H]2CN1C(=O)c1ccccc1	-2%	-11%&6%	1%&-1%	-3%	4%&2%
26	CC(C)c1ccc(NCCC(=O)c2ccc(Br)cc2)cc1	-5%	16%	5%	1%	14%
27	COc1cccc(-c2nc(CC(=O)O)cs2)c1OC	-5%	-5%	3%	-12%	-2%
28	Cc1ccc(-c2cn3nc(N4CCC(C(=O)Nc5ccccc5C)CC4)sc3n2)cc1	0%	-10%	1%	-2%	.
29	CCCNC(=O)c1ccccc1NC(=O)CN(c1ccccc1OCC)S(C)(=O)=O	-4%	-1%	-1%	6%	15%
30	CCC[C@@H]1C[C@@H](C(=O)NC(C(C)Cl)[C@H]2O[C@H](SC)[C@H](O)[C@@H](O)[C@H]2O)N(C)C1 (some centres undefined)	-1%&-1%	-4%&-1%	3%&3%	8%	3%&1%
31	CCSc1ccc(-c2ccc(C)cc2)nn1	-4%	?	-3%	-18%	13%
32	CSc1ncc(C(=O)Nc2ccc(Cl)cc2)c(C)n1	1%	-9%	-4%	9%	17%
33	CCOc1ccc(NC(=O)CNC(=O)c2ccc(OC)c(OC)c2)cc1	2%	-5%	-5%	-6%	5%
34	CN(CC(=O)Nc1ccc(Cl)c(C(F)(F)F)c1)C(=O)Cc1cccs1	7%	?	-4%	-12%	-14%
35	Cc1ccc(Nc2nc3c(S(=O)(=O)c4ccccc4)nnn3c3ccc(Cl)cc23)c(C)c1	-3%	0%	-2%	4%	.
36	Cc1ccc(Cl)cc1NC(=O)c1oc2ccc(S(=O)(=O)N3CCCCCC3)cc2c1C	3%	-7%	-8%	-2%[60.1 µM]	.

cpd	LDHA block	POLH inh	Pol iota inh	POLB inh
25	-16	3%	-6%	15%
26	-6	1%	13%	-1%
27	-4	10%	17%	0%
28	-10	-12%	26%	11%
29	-4	3%	15%	-11%
30	-1	-10%	18%	27%
31	-4	0%	48%[activator]	27%
32	-5	-22%	4%	-7%
33	-5	-3%	0%	-2%
34	-1	-11%	18%	27%
35	-1	-8%	-12%	4%
36	-2	2%	9%	0%

The results go on.
cpd	structure	GRP78 ERSR act	Anesthetic bind	BLM helicase inh	POLK inh	APEX1 inh
37	COc1ccc(CN2CCC(n3nccc3NC(=O)C3CC3)CC2)c(Cl)c1OC	-1%	-4%	-15%	0%	49%[activator]
38	S=c1[nH]ccn1-c1cccc(Cl)c1	-2%	-6%	-2%	-16%	4%
39	CC(C)(C)OC(=O)N1CCC(c2c(C(=O)Nc3ccc4c(c3)OCO4)cnn2-c2ccccc2)CC1	-1%	1%	-9%	-10%[60.1 µM]	.
40	Cn1c2c(c(=O)[nH]c1=O)C(NC(=O)c1ccco1)(C(F)(F)F)C(=O)N2 (centres undefined)	-6%	6%	-10%	4%	4%
41	O=S(=O)(N/N=C/c1ccc(F)cc1)c1ccccc1	-2%	-10%	-2%	-11%	3%
42	CCc1ccccc1OCC(=O)Nc1ccc2c(c1)OCCO2	-1%	-9%	-4%	-1%	-10%
43	O=C(CSc1nnnn1C1CCCCC1)NCCc1ccccc1	4%	-19%	0%	-2%	-6%
44	Cc1ccc(C)c(S(=O)(=O)N2CCN(c3nc(CN4CCOCC4)nc4sc(C)c(C)c34)CC2)c1	-6%	.	.	-9%	-16%
45	CCC(C)[C@H]1CNC(=O)C(=O)N1CCCc1cc(OC)c(OC)c(OC)c1 (some centres undefined)	-5%	0%	-14%	5%	-2%

cpd	LDHA block	POLH inh	Pol iota inh	POLB inh
37	4	-16%	10%	2%
38	0	-15%	3%	12%
39	1	-3%	17%	-11%
40	0	-6%	-2%	9%
41	-4	4%	79%[activator]	-5%
42	-2	-5%	11%	32%
43	-7	3%	30%	5%
44	-2	-14%	-11%	.
45	-3	-14%	22%	3%
